NF-kB neuron act – raises NF-kB expression in human neuronal cells. NF-kB reporter expression; active compounds read high. fold change at 12.5 µM. 1.6% of 190,000 active. AID 1239; in the data active = fold change above about 3.3
PMI activator – increases human mannose-6-phosphate isomerase activity; P34949; purified human PMI, coupled resazurin fluorescence, 20 min; active compounds read high; 1 = vehicle control, 0 substrate-free wells; activation factor at 20 µM; 0.005% of 190,000 active;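 active = activation factor of 2 or more at 20 µM, relative to plate controls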
Target sequence (P34949 whole entry, looked up): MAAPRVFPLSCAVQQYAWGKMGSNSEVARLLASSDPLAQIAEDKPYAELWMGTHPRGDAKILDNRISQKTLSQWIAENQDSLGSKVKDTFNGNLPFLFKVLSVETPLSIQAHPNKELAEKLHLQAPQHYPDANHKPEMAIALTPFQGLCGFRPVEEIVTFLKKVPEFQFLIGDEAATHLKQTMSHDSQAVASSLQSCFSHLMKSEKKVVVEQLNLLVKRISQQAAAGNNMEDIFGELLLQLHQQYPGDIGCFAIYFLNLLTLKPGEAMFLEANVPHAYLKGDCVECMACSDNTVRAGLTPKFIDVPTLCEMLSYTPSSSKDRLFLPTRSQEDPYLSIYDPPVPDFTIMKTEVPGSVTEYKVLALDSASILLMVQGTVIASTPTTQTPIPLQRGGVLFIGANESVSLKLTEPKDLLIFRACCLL
TNAP inh no acc – inhibitors of human TNAP without phosphate acceptor; purified TNAP, CDP-star luminescence, 30 min; inhibition, % at 20 µM; 0.26% of 200,000 active; P05186;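 active = tissue-nonspecific alkaline phosphatase inhibition above about 50% at 20 µM in the single-dose screen, limit read from the data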;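 note: 0% = DMSO negative control and 100% = EDTA positive control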
Target sequence (P05186 whole entry, looked up): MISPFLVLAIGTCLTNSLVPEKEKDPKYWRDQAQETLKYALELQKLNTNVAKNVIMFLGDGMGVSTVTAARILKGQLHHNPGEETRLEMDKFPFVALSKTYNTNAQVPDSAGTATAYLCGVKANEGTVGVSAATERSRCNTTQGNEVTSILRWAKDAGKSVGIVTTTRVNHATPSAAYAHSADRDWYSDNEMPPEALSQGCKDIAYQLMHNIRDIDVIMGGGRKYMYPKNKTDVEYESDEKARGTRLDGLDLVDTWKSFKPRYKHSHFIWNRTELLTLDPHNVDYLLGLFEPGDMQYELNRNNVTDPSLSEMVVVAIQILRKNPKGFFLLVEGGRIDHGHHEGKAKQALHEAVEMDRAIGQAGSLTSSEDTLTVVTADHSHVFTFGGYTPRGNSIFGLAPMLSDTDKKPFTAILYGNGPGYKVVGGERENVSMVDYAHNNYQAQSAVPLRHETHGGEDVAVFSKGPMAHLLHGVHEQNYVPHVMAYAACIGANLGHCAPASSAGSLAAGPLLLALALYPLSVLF
APP 5'UTR act – activates APP 5'UTR luciferase reporter; SH-SY5Y APP 5'UTR luciferase reporter, luminescence; zero percent = DMSO vehicle wells; activation, % at 2 µM; 1% of 190,000 active;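 active = activation above a set limit, based on mean plus 3 SD of controls, cut at about 140% in these data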; note: values of inactives mirror those of a sister screen read the other way
bIAP act – intestinal alkaline phosphatase (bovine) activation; 0.17% of 200,000 active; activation factor at 20 µM; purified bovine IAP, CDP-star luminescence, 30 min; active compounds read high; fold of DMSO-control signal, blank-subtracted; AID 1016;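 active = activation factor of 2 or more at 20 µM, a signal rise over negative controls twice the positive control's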
PMI act hi M6P – increases human PMI activity with near-saturating mannose 6-phosphate. P34949. coupled PMI enzyme assay, resazurin fluorescence, 20 min; active compounds read high; 1 = untreated enzyme, 0 = substrate-free blank. activation factor at 20 µM. 0.34% of 190,000 active. AID 1216;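 active = activation factor of 2 or more at 20 µM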
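Test system: human phosphomannose isomerase with PGI, G6PDH, diaphorase coupling enzymes; Amount: PMI at 15 ng/mL final; Reagent: Mannose-6-phosphate 1.0 mM (near-saturating) plus 0.22 mM NADP+; Timing: 20 min, room temperature; Technique: resorufin fluorescence at Ex 544/Em 590 nm; Dosing: 20 µM single dose.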
FLuc stim CS – affects firefly luciferase, flagging false hits in luciferase stimulation screens; 200,000 tested, under 10 active; ATPlite luciferase biochemical, luminescence, 10 min; 0 = ATP-free wells, 1 = DMSO control; activation factor at 10 µM; AID 1027;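 active = luciferase activation factor, scaled between plate controls, of at least 2 with compound at 10 µM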
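System: cell-free luciferase reagent; medium: PBS as buffer for the ATP substrate; doses: test compounds dosed from 2 mM stocks in 100% DMSO; incubation: 10 min, room temperature; measured by: luminescence from luciferase reaction; read-out: luciferase activation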
TNAP act hiacc – activators of human TNAP at high phosphate acceptor concentration; P05186; purified TNAP, CDP-star luminescence, 1 M DEA, 30 min; active compounds read high; 0 = EDTA background, 1 = DMSO-only activity; activation factor at 20 µM; 200,000 tested, under 10 active; AID 1136;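 active = activation factor at least 2 at 20 µM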
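Assay system: human TNAP; Input: enzyme diluted 1/800 final; Reagent: CDP-star luminogenic substrate at 100 µM final; Timing: 30 min, room temperature; Signal: luminescence; Evaluation: TNAP activation factor scaled between EDTA and DMSO control wells.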
TNAP inh hiacc – blocks human TNAP under high phosphate acceptor concentration. 0.03% of 200,000 active. purified TNAP, CDP-star luminescence, 1 M DEA. inhibition, % at 20 µM. P05186;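 active = over 50% inhibition of tissue-nonspecific alkaline phosphatase at 20 µM in the single-dose screen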;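 note: plate controls were DMSO wells for no effect and EDTA-quenched wells as full inhibition for full effect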
FLuc inh counter – Photinus pyralis luciferase inhibition counter-screen; P08659; ATPLite firefly luciferase biochemical luminescence, 10 min; inhibition, % at 10 µM; 1.5% of 200,000 active; AID 1006;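 active = inhibition above about 50% when tested at 10 µM, limit read from the data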
An asterisk follows results filed as active; . = not tested or not shown.

Start of the listing, in advance, 4 compounds:
Every second line gives: NF-kB neuron act	PMI activator	TNAP inh no acc	APP 5'UTR act	bIAP act	PMI act hi M6P	FLuc stim CS	TNAP act hiacc	TNAP inh hiacc	FLuc inh counter
- COc1ccc(OC)c(-n2c(-c3cc(-c4ccc(F)cc4)n[nH]3)n[nH]c2=S)c1
 : 0.86	0.9	-87	-6	1.4	1	1	1	-3	4
- Cc1cccc(-c2nc(CSc3nc4c(c(=O)[nH]3)CCC4)c(C)o2)c1
 : 0.91	0.9	-8	11	0.9	0.8	1	1	-5	-3
- Cc1c(C(=O)N2CCN(c3cccc(Cl)c3)CC2)cccc1[N+](=O)[O-]
 : 0.86	0.9	-1	-1	1	0.9	1	1	1	-3
- CC1(C)CN(c2ccc(C(=O)c3ccccc3)cc2)C1=O
 : 1.2	0.9	-2	-3	1.1	0.9	1	1	2	-2

The listing, previewed entries included:
Every second line gives: NF-kB neuron act	PMI activator	TNAP inh no acc	APP 5'UTR act	bIAP act	PMI act hi M6P	FLuc stim CS	TNAP act hiacc	TNAP inh hiacc	FLuc inh counter
- COc1ccc(OC)c(-n2c(-c3cc(-c4ccc(F)cc4)n[nH]3)n[nH]c2=S)c1
 : 0.86	0.9	-87	-6	1.4	1	1	1	-3	4
- Cc1cccc(-c2nc(CSc3nc4c(c(=O)[nH]3)CCC4)c(C)o2)c1
 : 0.91	0.9	-8	11	0.9	0.8	1	1	-5	-3
- Cc1c(C(=O)N2CCN(c3cccc(Cl)c3)CC2)cccc1[N+](=O)[O-]
 : 0.86	0.9	-1	-1	1	0.9	1	1	1	-3
- CC1(C)CN(c2ccc(C(=O)c3ccccc3)cc2)C1=O
 : 1.2	0.9	-2	-3	1.1	0.9	1	1	2	-2
- O=C(CCc1nnc(CCCc2ccccc2)o1)NCCCC1CCCC1
 : 2.5	1	-10	37	1.1	1.1	1	1	-4	-2
- CCc1sc(C(=O)N2CCN(S(C)(=O)=O)CC2)cc1Br
 : 1.1	1	-4	-3	0.9	1	1	1	-1	-4
- CC1=NC(=O)C(N=Nc2ccccc2)N1c1ccccc1 (stereo not drawn)
 : 4.4*	0.9	9	51	1.1	0.9	0.9	0.9	12	8
- CC1CC(=S)Nc2ccccc2N1C(=O)Nc1ccccc1 (stereo not drawn)
 : 1.2	1.1	1	15	1	1	1	1	1	2
- Cc1nc(NC(=O)CSc2nc3cccnc3n2C2CCCCC2)sc1C
 : 1.4	0.9	-9	3	0.9	0.9	1.1	1.1	-6	-6
- CCOC(=O)c1cc(OC(=O)c2cccs2)n(-c2ccccc2)n1
 : 1.3	0.9	-12	18	1	1	1	1	-3	-5
- COc1cc(SC)ccc1C(=O)Nc1ccc(C)cc1C
 : 4*	0.9	-4	116	0.9	0.9	0.6	1.1	-6	36
- Cc1ccc(S(=O)(=O)N/N=C(\c2ccccc2)c2cccnc2)cc1
 : 1.1	1	-3	7	1	1	1	1	0	-1
- CCc1[nH]c(=S)c(C#N)c(-c2ccccc2)c1C(=O)OC
 : 0.85	1	-2	-22	0.7	1.1	1	1	-2	4
- CCOc1ccc(CN2CCN(CC(O)Cn3c4ccccc4c4ccccc43)CC2)cc1 (stereo not drawn)
 : 1	0.9	-5	7	0.9	1	1.1	1.1	-6	-14
- O=C(NC1CCN(C(=O)N2c3ccccc3Sc3ccccc32)CC1)c1ccccc1Cl
 : 0.91	0.8	-10	-14	1	0.8	1	1	-5	-4
- Cc1sc2nc(SCC(=O)Nc3ccc(S(=O)(=O)NCCCC(=O)O)cc3)[nH]c(=O)c2c1C
 : 1.2	0.9	-6	1	1.2	0.9	1	1	-2	4
- CC1C=CCC2C(=O)N(c3cccc(C(=O)N4CCN(c5ccc(F)cc5)CC4)c3)C(=O)C12 (stereo not drawn)
 : 1.1	1.1	-4	0	0.9	1	1	1	4	-4
- Cc1ccc(NC(=O)Nc2cc(C)on2)cc1
 : 1.9	1	-12	67	1	0.9	0.8	1.1	-6	23
- COc1ccc(CNc2nc3ccccc3n2Cc2ccccc2)cc1OC
 : 0.7	1	-15	9	1.1	1	1.1	1	-3	-6
- COc1cccc(-c2cc(C(F)(F)F)nc(-n3ccc([N+](=O)[O-])n3)n2)c1
 : 1.1	1.2	-1	-11	1.1	1.2	1	1.1	-6	-3
- Cc1nc2cc(N)ccc2n1-c1ccccc1
 : 1	0.9	-3	-11	1.1	0.8	1	1	3	4
- COC(=O)COc1ccc(S(=O)(=O)N2CCOCC2)cc1
 : 0.97	1.1	2	2	1	1.1	1.1	1	-4	-10
- Cn1c(Cn2cnc3ccccc32)nnc1SCc1ccccc1
 : 0.94	1	-15	2	1	1	1.1	1.1	-12	-7
- Cc1sc(NC(=O)c2cccs2)nc1-c1ccccc1
 : 1.7	0.9	-10	40	0.9	0.9	0.9	1	-1	5
- O=c1c(Cc2ccc(F)cc2)c(O)ccn1Cc1ccc(F)cc1
 : 0.89	1	-13	18	1.1	1	1.1	1.1	-6	-6
- COc1ccc(C(=O)N[C@H](C(=O)N2CCN(c3ccccc3F)CC2)C(C)C)cc1
 : 0.86	0.9	1	4	1.2	0.9	1	1	-1	-1
- CCC(C)OC(=O)C1=C(C)NC(=O)CC1c1ccccc1OC (stereo not drawn)
 : 1.1	0.9	-6	12	1	1	1	1	-2	1
- COc1ccc(-n2c(C)cc(C(=O)Cn3c(NCCO)nc4ccccc43)c2C)cc1
 : 0.85	1	-12	-3	1.2	0.9	1	1.1	-10	-4
- CCCn1c(NCc2cc(OC)ccc2OC)nc2ccccc21
 : 1.3	1	-10	3	0.9	1.1	0.9	1	-5	8
- CCN1CCc2c(sc3c2c(NCc2ccco2)nc2nnnn23)C1
 : 1.5	0.7	-9	-17	0.9	0.8	1	1	4	-4
- Cc1occc1-c1nnc(SCC(=O)c2ccccc2)n1CC1CCCO1 (stereo not drawn)
 : 1.1	1.1	-2	4	1	1.1	1	1	1	4
- CCCCOCCCNC(=O)N[C@@H](CCSC)C(=O)OC
 : 1.2	1.1	-14	2	0.9	1	1.1	1.1	-6	-8
- COCc1cc(C)nc(OCC(=O)N/N=C/c2ccc(OC)c(O)c2)c1C#N
 : 0.9	0.9	-2	-14	1.2	0.9	1	1	-2	-3
- CCOc1ccc(OCC)c(S(=O)(=O)NCc2ccccn2)c1
 : 1.2	0.9	-3	2	0.9	1	1	1	-2	5
- Cc1c(C(=O)N2CCc3ccccc32)cnn1C
 : 1.4	1.1	-1	-14	0.7	1.1	1	1	4	0
- Cc1ccc(C2CC(c3cccc(C)c3)n3ncnc3N2)cc1 (stereo not drawn)
 : 0.82	0.9	-10	10	0.9	0.9	1.1	1.1	-8	-5
- CC(=O)Nc1cccc(NC(=O)CSc2ccc(-c3ccccn3)nn2)c1
 : 1.2	1.1	-8	0	0.9	1.2	1	1	-4	0
- CCCC(C)C(=O)Nc1ccc2c(c1)OCCO2 (stereo not drawn)
 : 0.97	1	-12	.	0.9	1	1	1	-2	-1
- O=C(Nc1ccccc1C(=O)N/N=C/c1ccco1)c1ccccc1Cl
 : 0.95	0.9	-13	3	1.1	0.9	0.8	1.1	-6	20
- Cc1ccc(N2C(=O)N(Cc3ccccc3C)c3ccccc3S2(=O)=O)cc1
 : 1.4	1	-3	5	1	1	1	1	0	-4
- c1ccc2c(c1)ccc1nnc(SCc3ccc4c(c3)OCCO4)n12
 : 1.5	1	-10	13	1	1	1	1	-4	0
- CN(c1ccccc1)S(=O)(=O)c1ccc(NC(=O)c2cccs2)cc1
 : 0.7	0.8	-7	15	1	0.8	1	1	0	1
- COc1cc(NC(=O)CCc2nc(-c3cccs3)no2)cc(OC)c1OC
 : 0.92	1	-12	10	0.9	1	1.1	1.1	-8	-11
- CCO[C@H]1OC(C(=O)N2CCCCCCC2)=C[C@@H](c2ccc(C(F)(F)F)cc2)[C@@H]1CCCO
 : 0.81	0.9	-8	-2	0.9	0.9	1.1	1.1	-9	-12
- CCN=C(NC#N)SCc1c(F)cccc1Cl
 : 0.96	1	-5	11	0.9	1	1.1	1	-3	-7
- COc1ccccc1NC(=O)C1=C(C)NC(=O)NC1c1cc(C)cs1 (stereo not drawn)
 : 1.1	0.8	-13	5	1	1	1	1	-1	-1
- Cn1ncc(C#N)c1NC(=O)c1cc(-c2ccccc2Cl)on1
 : 1.3	1.2	9	17	1	1.1	0.7	1	4	27
- CN1CCc2c(sc3c2c(=O)n(-c2ccccc2)c2nnc(SCc4ccc(Cl)cc4)n32)C1
 : 1	1.1	-1	-18	1	1.1	1	1	2	-4
- O=C(Nc1nc(-c2cc(F)ccc2F)cs1)C1=NN(c2ccccc2)C(=O)CC1
 : 1	1	13	22	1.1	1	1	1	1	0
- CCn1c(COc2ccc(Cl)cc2)nnc1SCC(=O)Nc1ccc2c(c1)OCO2
 : 1.3	0.9	7	16	0.9	0.9	1	1	-1	-4
- O=C1CSC(c2cn(-c3ccccc3)nc2-c2ccc3c(c2)OCCO3)N1CCN1CCOCC1 (stereo not drawn)
 : 0.53	0.9	-6	-3	1.1	0.9	1	1	-2	2
- CN(CC(=O)Nc1cccc(F)c1)CC(=O)Nc1ccccc1[N+](=O)[O-]
 : 0.96	1	-10	4	1.3	0.9	1	1	-1	-3
- COc1cc2cc(CN(CCO)S(=O)(=O)c3ccccc3)c(=O)[nH]c2cc1OC
 : 0.94	0.9	-10	-2	1	1	1.1	1	-3	-8
- Cc1ccc(NC(=S)NC(=O)c2ccc(F)cc2)cc1S(=O)(=O)Nc1ccccc1Cl
 : 1.1	0.7	7	16	0.9	0.9	1.1	1	-1	-9
- C=CCn1c(C)cc(C(=O)CSc2nc3ccccc3[nH]2)c1C
 : 0.74	0.9	-16	122	1.1	0.9	0.5	1	-1	55*
- CCN1C(=O)C(Cc2nc3ccccc3c(=O)n2-c2ccccc2)c2ccccc21 (stereo not drawn)
 : 0.85	0.9	-6	-1	1	1	1.1	1.1	-5	-6
- CCC(=O)N1C(C(=O)NCc2ccc(OC)cc2)CSC1c1ccc(OC)cc1 (stereo not drawn)
 : 1.8	1	-2	1	1	1	1.1	1.1	-7	-9
- CCn1c(C(C#N)/C(=N\S(=O)(=O)c2cccs2)c2ccccc2)nc2ccccc21 (stereo not drawn)
 : 0.91	0.9	0	-2	1	1	0.9	1	4	6
- Cc1noc(/C=C/c2ccco2)c1S(=O)(=O)N1CCC(C(=O)NCc2ccco2)CC1
 : 1.2	0.9	-4	16	0.9	0.8	1.1	1	-5	-12
- c1ccc(-c2nnc3sc(CN4CCc5ccccc54)cn23)cc1
 : 0.92	1.1	-7	4	0.9	1.7	1	1	1	0

More records follow.
Every second line gives: NF-kB neuron act	PMI activator	TNAP inh no acc	APP 5'UTR act	bIAP act	PMI act hi M6P	FLuc stim CS	TNAP act hiacc	TNAP inh hiacc	FLuc inh counter
- CCC1C(=NO)C(CC)C(c2ccccc2)NC1c1ccccc1 (stereo not drawn)
 : 0.89	0.8	-3	2	0.9	0.8	1	1	-2	-3
- COc1ccc(NC(=S)NNc2ccc([N+](=O)[O-])cc2S(=O)(=O)Nc2ccc(C)cc2C)cc1
 : 1	0.7	13	-3	1	1	1	0.6	37	-4
- c1ccc2nc(SCc3cn4ccccc4n3)cnc2c1
 : 0.97	1.1	-14	29	0.9	1.1	0.9	1	-4	9
- CC(=O)Oc1cc2c(cc1Cl)C(c1cccs1)CC1(CC(C)(C)NC(=S)N1)O2 (stereo not drawn)
 : 1	1	2	-14	1	1	1	1	-1	-5

Screening data as filed in PubChem BioAssay.
